Compound activity as filed in PubChem BioAssay.
MEKK3 PB1 HTS – MEKK3-MEK5 PB1 interaction, increase or decrease | Q99759 | bead-based flow cytometry, Alexa488-MEK5 binding to MEKK3; actives lie on both sides; 0 = blocked by unlabeled MEK5, 100 = vehicle | binding response (% of control), % at 10 µM | hit rate 1.4% among 290,000;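 active = binding response more than 3 SD above or below the average of its plate-row segment, actives on both sides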;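 note: Alexa488 bead fluorescence after subtracting the streptavidin-only scavenger bead signal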
NS3 helicase inh – HCV NS3 helicase inhibition; NS3 helicase DNA unwinding, Cy5 molecular beacon fluorescence; inhibition, % at 10.9 µM; hit rate 0.56% among 290,000; AID 1800;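 active = inhibition above the mean of all tested compounds plus 3 SD, set per campaign, cut at about 35% in these data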;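 note: 0% = DMSO wells and 100% = thioflavine S control wells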
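System: NS3 helicase fragment of HCV / Schedule: 1 h at 25 °C / Control set: DMSO alone as 0% and 110 µM thioflavine S as 100% / Reagent: Cy5/quencher beacon DNA duplex and ATP to start / Technique: Cy5 fluorescence / Replication: singlicate / Evaluation: % inhibition of end-to-start signal ratio versus controls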
IDE cell activ – activators of human insulin-degrading enzyme in cells | AID 493087 | P14735 | hit rate 0.073% among 340,000 | activation, % at 5.96 µM | HEK cells, FAbeta-B cleavage, fluorescence polarization; 0% vehicle, 100% cell-free pure enzyme wells;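 active = activation above the mean of all tested compounds plus 3 SD, set per screening campaign, cut at about 17% in these data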
Target sequence (P14735 whole entry, looked up): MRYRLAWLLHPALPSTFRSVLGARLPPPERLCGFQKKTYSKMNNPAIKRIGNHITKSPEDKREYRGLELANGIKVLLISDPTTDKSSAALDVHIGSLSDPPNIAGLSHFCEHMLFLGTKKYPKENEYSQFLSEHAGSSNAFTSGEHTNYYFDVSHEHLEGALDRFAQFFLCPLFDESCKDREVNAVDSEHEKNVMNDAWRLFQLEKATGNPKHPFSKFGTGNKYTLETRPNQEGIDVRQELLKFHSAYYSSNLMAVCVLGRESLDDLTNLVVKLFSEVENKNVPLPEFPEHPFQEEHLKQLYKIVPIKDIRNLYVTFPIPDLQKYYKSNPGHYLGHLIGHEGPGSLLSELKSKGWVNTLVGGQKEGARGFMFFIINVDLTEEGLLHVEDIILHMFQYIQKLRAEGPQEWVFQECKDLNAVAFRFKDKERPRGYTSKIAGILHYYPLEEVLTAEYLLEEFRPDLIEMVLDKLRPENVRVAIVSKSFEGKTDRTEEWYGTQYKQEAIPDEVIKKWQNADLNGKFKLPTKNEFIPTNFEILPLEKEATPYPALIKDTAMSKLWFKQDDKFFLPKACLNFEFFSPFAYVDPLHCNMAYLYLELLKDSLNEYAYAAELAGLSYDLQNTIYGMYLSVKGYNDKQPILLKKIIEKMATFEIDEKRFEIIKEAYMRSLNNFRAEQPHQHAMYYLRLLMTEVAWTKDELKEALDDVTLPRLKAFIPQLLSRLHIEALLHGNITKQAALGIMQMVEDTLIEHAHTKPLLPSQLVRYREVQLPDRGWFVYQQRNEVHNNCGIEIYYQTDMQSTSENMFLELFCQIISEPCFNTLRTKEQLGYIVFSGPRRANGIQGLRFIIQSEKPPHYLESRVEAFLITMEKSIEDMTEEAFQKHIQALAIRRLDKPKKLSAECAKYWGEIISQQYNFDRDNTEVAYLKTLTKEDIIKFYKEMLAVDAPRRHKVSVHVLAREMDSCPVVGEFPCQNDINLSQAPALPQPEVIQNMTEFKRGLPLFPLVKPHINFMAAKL
FID counter – counter-screen for HCV NS3 helicase inhibitors: DNA intercalator displacement | DNA fluorescent intercalator displacement, fluorescence | inhibition, % at 7.9 µM | hit rate 0.17% among 290,000; in the data active = inhibition above about 37%;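 note: 0% = vehicle and 100% = reference compound; higher means more ethidium bromide displaced from hairpin DNA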
p-CIP stab down – p/CIP protein destabilization; Q05BA5; F442A p/CIP-EGFP cells, EGFP fluorescence, 16 h; decrease of EGFP signal, % at 10 µM; hit rate 0.01% among 290,000; AID 1984;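 active = EGFP signal decrease of at least 30% at 10 µM or well 3 SD below plate mean, unless failing retest; inactive = the rest, including hits failing retest or dose response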; note: some compounds called inactive have numbers as strong as hits; many of its hits are not listed in these tables
SUMO HTRF inh – inhibitors of human SUMOylation (UBC9); AID 2006; HTRF SUMOylation assay, SAE1/SAE2 + UBC9, in vitro; P63279; inhibition, % at 35 µM; hit rate 0.36% among 290,000; in the data active = inhibition above about 50%, passing the limit was not always enough; note: strong numbers were not always called active
IMP-1 inh – inhibitors of Pseudomonas aeruginosa IMP-1 metallo-beta-lactamase. hit rate 0.45% among 290,000. inhibition, % at 5.6 µM. purified IMP-1, nitrocefin hydrolysis, epi-absorbance fluorescence. AID 1556;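 active = inhibition above the mean plus 3 SD of all compounds in the same screening run, cut at about 4.5% in these data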;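 note: 0% = IMP-1 with DMSO and 100% = DMSO wells lacking enzyme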
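System: purified recombinant IMP-1 beta-lactamase. Medium: Zinc- and detergent-supplemented HEPES buffer, pH 7.1. Compound: one 5.6 µM dose […]. Schedule: 15 min preincubation plus 25 min reaction at 25 °C. Technique: Epi-absorbance fluorescence, 480 nm excitation, 530 nm emission.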
PHOSPHO1 block – PHOSPHO1 (human) inhibition; hit rate 1.1% among 290,000; inhibition, % at 13.3 µM; recombinant PHOSPHO1, absorbance phosphatase assay; AID 1565; in the data active = inhibition above about 60%
VIM-2 inhibitor – blocks Pseudomonas aeruginosa VIM-2 metallo-beta-lactamase; purified VIM-2, nitrocefin hydrolysis, epi-absorbance fluorescence; inhibition, % at 5.6 µM; hit rate 0.89% among 290,000;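 active = inhibition above the mean of all tested compounds plus 3 SD, cutoff set per screening run, cut at about 7.5% in these data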;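 note: red hydrolysis product quenches plate fluorescence so inhibitors raise well fluorescence; 0% = enzyme with DMSO and 100% = DMSO without enzyme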
* marks the source's active call; other numbers are inactive results. An excerpt. The share of hits here may be higher or lower than overall.

CC(=O)c1cccc(NC(=O)NNC(=O)CCC(=O)Nc2ccc(C)c(C)c2)c1 was read as MEKK3 PB1 HTS 99, NS3 helicase inh -7, IDE cell activ 4, FID counter -15, p-CIP stab down 5, SUMO HTRF inh 0, IMP-1 inh -1.9, PHOSPHO1 block -1 and VIM-2 inhibitor -0.8.
For Cn1cc(CN2CCN(CC(C)(C)C)C(CCO)C2)c2ccccc21 (configuration not stated) the results were MEKK3 PB1 HTS 101, NS3 helicase inh 6, IDE cell activ 1, FID counter 2, p-CIP stab down 0, SUMO HTRF inh -1, IMP-1 inh -3.5, PHOSPHO1 block 24 and VIM-2 inhibitor -3.6.
`O=C(CN1C(=O)CCC1=O)NNc1ccc2ccccc2c1` gave MEKK3 PB1 HTS 98, NS3 helicase inh 7, IDE cell activ 2, FID counter 16, p-CIP stab down 1, SUMO HTRF inh 9, IMP-1 inh -1.3, PHOSPHO1 block 26 and VIM-2 inhibitor 1.2.
CC(C)N1CCC(=NNC(=O)c2ccc(Br)o2)CC1 was read as MEKK3 PB1 HTS 106, NS3 helicase inh 2, IDE cell activ 6, FID counter -4, p-CIP stab down -13, SUMO HTRF inh 25, IMP-1 inh -4.4, PHOSPHO1 block 22 and VIM-2 inhibitor -2.0.
`CCCC(=O)Nc1ccc(C(=O)n2ccc(C)n2)cc1` gave MEKK3 PB1 HTS 105, NS3 helicase inh -6, IDE cell activ 7, FID counter 1, p-CIP stab down -9, SUMO HTRF inh 24, IMP-1 inh -2.5, PHOSPHO1 block 8 and VIM-2 inhibitor -2.7.
Screening CC(=O)c1c(N(C)C)ccnc1C(F)(F)F returned MEKK3 PB1 HTS 98, NS3 helicase inh 6, IDE cell activ -1, FID counter 4, p-CIP stab down -9, SUMO HTRF inh 10, IMP-1 inh -1.4, PHOSPHO1 block -45 and VIM-2 inhibitor -0.8.
N#Cc1c(NC(=O)Cn2cnc3ccccc3c2=O)oc(-c2ccccc2)c1-c1ccccc1 was read as MEKK3 PB1 HTS 90, NS3 helicase inh -7, IDE cell activ 3, FID counter 2, p-CIP stab down 3, SUMO HTRF inh -4, IMP-1 inh -2.6, PHOSPHO1 block 3 and VIM-2 inhibitor -0.9.
CCOc1ccc(/C(O)=C2/C(=O)C(=O)N(CCOCCO)C2c2ccc(F)cc2)cc1 (configuration not stated) was read as MEKK3 PB1 HTS 86, NS3 helicase inh 8, IDE cell activ 0, FID counter -38, p-CIP stab down 2, SUMO HTRF inh 6, IMP-1 inh -1.7, PHOSPHO1 block -14 and VIM-2 inhibitor -2.4.
Screening Cc1ccc(NC(=O)CNCCCN2CCOCC2)cc1S(=O)(=O)N1CCCCC1 returned MEKK3 PB1 HTS 96, NS3 helicase inh -18, IDE cell activ 5, FID counter 15, p-CIP stab down -20, SUMO HTRF inh 17, IMP-1 inh -1.0, PHOSPHO1 block 33 and VIM-2 inhibitor -1.7.
`Cc1nn(C(C)(C)C)c(N)c1-c1ccccc1` gave MEKK3 PB1 HTS 91, NS3 helicase inh 1, IDE cell activ 3, FID counter -2, p-CIP stab down 4, SUMO HTRF inh -4, IMP-1 inh -4.2, PHOSPHO1 block -4 and VIM-2 inhibitor -3.5.

No new results follow: 2 of the compounds above.
Screening Cc1ccc(NC(=O)CNCCCN2CCOCC2)cc1S(=O)(=O)N1CCCCC1 returned MEKK3 PB1 HTS 96, NS3 helicase inh -18, IDE cell activ 5, FID counter 15, p-CIP stab down -20, SUMO HTRF inh 17, IMP-1 inh -1.0, PHOSPHO1 block 33 and VIM-2 inhibitor -1.7.
`Cc1nn(C(C)(C)C)c(N)c1-c1ccccc1` gave MEKK3 PB1 HTS 91, NS3 helicase inh 1, IDE cell activ 3, FID counter -2, p-CIP stab down 4, SUMO HTRF inh -4, IMP-1 inh -4.2, PHOSPHO1 block -4 and VIM-2 inhibitor -3.5.

(more compounds)
`COc1cccc(CN(C)C(=O)c2cc(S(=O)(=O)N3CCN(c4ccccc4)CC3)ccc2Cl)c1` gave MEKK3 PB1 HTS 102, NS3 helicase inh 1, IDE cell activ -2, FID counter -38, p-CIP stab down -4, SUMO HTRF inh 7, IMP-1 inh -3.1, PHOSPHO1 block 56 and VIM-2 inhibitor -1.7.
CSc1ncccc1C(=O)N1CCN(S(=O)(=O)c2ccc(C)cc2)CC1 was read as MEKK3 PB1 HTS 101, NS3 helicase inh -2, IDE cell activ 1, FID counter -25, p-CIP stab down 3, SUMO HTRF inh 2, IMP-1 inh -1.4, PHOSPHO1 block 43 and VIM-2 inhibitor -0.2.
Cc1ccc(NC2CCCN(C(=O)c3cn4cc(Cl)ccc4n3)C2)cc1C (configuration not stated) was read as MEKK3 PB1 HTS 95, NS3 helicase inh 8, IDE cell activ 0, FID counter -37, p-CIP stab down -4, SUMO HTRF inh -6, IMP-1 inh -5.0, PHOSPHO1 block 21 and VIM-2 inhibitor -4.1.
O=S(=O)(CCc1nc2ccccc2o1)c1ccc(Cl)c(Cl)c1 was read as MEKK3 PB1 HTS 102, NS3 helicase inh -12, IDE cell activ 7, FID counter -3, p-CIP stab down 9, SUMO HTRF inh -4, IMP-1 inh 0.6, PHOSPHO1 block 9 and VIM-2 inhibitor -1.5.
`Cc1ccccc1-c1noc(-c2ccc(Cl)cc2)n1` gave MEKK3 PB1 HTS 104, NS3 helicase inh -5, IDE cell activ -4, FID counter -2, p-CIP stab down 4, SUMO HTRF inh 9, IMP-1 inh -2.5, PHOSPHO1 block 38 and VIM-2 inhibitor -1.6.
For Cc1cc(C(=O)Nc2nc3ccc(Cl)cc3s2)nn1C the results were MEKK3 PB1 HTS 103, NS3 helicase inh -6, FID counter -1, p-CIP stab down -10, SUMO HTRF inh 9, IMP-1 inh -4.0, PHOSPHO1 block -12 and VIM-2 inhibitor -3.0.
Screening Cc1ccccc1NC(=O)CSc1nn2c(=O)c(C)nnc2s1 returned MEKK3 PB1 HTS 106, NS3 helicase inh -1, IDE cell activ 3, FID counter 1, p-CIP stab down 11, SUMO HTRF inh 11, IMP-1 inh -2.0, PHOSPHO1 block -10 and VIM-2 inhibitor -1.9.
CC(=O)c1sc(NC(=O)c2ccc(Cn3cc(Br)cn3)o2)nc1C was read as MEKK3 PB1 HTS 104, NS3 helicase inh 2, IDE cell activ 1, FID counter 1, p-CIP stab down 3, SUMO HTRF inh -13, IMP-1 inh 1.2, PHOSPHO1 block 5 and VIM-2 inhibitor 2.0.
For CCOC(=O)C1CCN(CC(=O)Nc2c(C(=O)OC)[nH]c3cccc(C)c23)CC1 the results were MEKK3 PB1 HTS 96, NS3 helicase inh 7, IDE cell activ 0, FID counter -23, p-CIP stab down -9, SUMO HTRF inh 30, IMP-1 inh -0.6, PHOSPHO1 block 11 and VIM-2 inhibitor 0.3.
For O=[N+]([O-])c1cc2c(cc1[N+](=O)[O-])OCCOCCOCCOCCO2 the results were MEKK3 PB1 HTS 109, NS3 helicase inh -1, IDE cell activ 2, FID counter 1, p-CIP stab down -10, SUMO HTRF inh 6, IMP-1 inh -1.2, PHOSPHO1 block -8 and VIM-2 inhibitor -3.0.
For O=S(=O)(Nc1cccc(S(=O)(=O)N2CCOCC2)c1)c1ccc2c(c1)OCCO2 the results were MEKK3 PB1 HTS 95, NS3 helicase inh 7, IDE cell activ 8, FID counter -8, p-CIP stab down 20, SUMO HTRF inh -8, IMP-1 inh -2.9, PHOSPHO1 block 28 and VIM-2 inhibitor -2.2.
For COc1ccccc1CN1CCCCCC1 the results were MEKK3 PB1 HTS 102, NS3 helicase inh -4, IDE cell activ 3, FID counter 0, p-CIP stab down -3, SUMO HTRF inh 3, IMP-1 inh -1.9 and VIM-2 inhibitor 0.8.
Screening COc1ccc2c(c1)CC/C(=C/c1cc(OC)c(OC)c(OC)c1)C2=O returned MEKK3 PB1 HTS 100, NS3 helicase inh -9, IDE cell activ 2, FID counter -30, p-CIP stab down 2, SUMO HTRF inh 16, IMP-1 inh -3.2, PHOSPHO1 block -8 and VIM-2 inhibitor 0.4.
Screening CSCC[C@H](N)C(=O)NC[C@H]1CC[C@H](C(=O)N[C@@H](Cc2ccccc2)C(=O)O)CC1 returned MEKK3 PB1 HTS 105, NS3 helicase inh -1, IDE cell activ 4, FID counter -7, p-CIP stab down 0, SUMO HTRF inh -9, IMP-1 inh -2.3, PHOSPHO1 block 27 and VIM-2 inhibitor 0.2.
For COc1ccccc1C1NC(=O)NC(C)=C1C(=O)OCc1ccccc1 (configuration not stated) the results were MEKK3 PB1 HTS 97, NS3 helicase inh 3, IDE cell activ -2, FID counter -21, p-CIP stab down -3, SUMO HTRF inh 4, IMP-1 inh -2.0, PHOSPHO1 block 44 and VIM-2 inhibitor 0.2.
Screening COc1ccc2cc(C(=O)N3CCCC(Nc4ccc(F)cc4)C3)n(C)c2c1 (configuration not stated) returned MEKK3 PB1 HTS 108, NS3 helicase inh -2, IDE cell activ 4, FID counter -24, p-CIP stab down 0, SUMO HTRF inh -1, IMP-1 inh -3.0, PHOSPHO1 block -15 and VIM-2 inhibitor -3.8.
For COC1CCCN(Cc2cn(C)nc2-c2ccc(Oc3ccccc3)cc2)C1 (configuration not stated) the results were MEKK3 PB1 HTS 97, NS3 helicase inh -2, IDE cell activ 0, FID counter 12, p-CIP stab down -4, SUMO HTRF inh 2, IMP-1 inh -1.7, PHOSPHO1 block 31 and VIM-2 inhibitor -1.8.
Screening Cc1cc(C)nc(Nc2ccc(Cl)cc2C)n1 returned MEKK3 PB1 HTS 101, NS3 helicase inh -13, IDE cell activ -1, FID counter 1, p-CIP stab down 11, SUMO HTRF inh 15, IMP-1 inh -0.8 and VIM-2 inhibitor -0.8.
`CCN(CC)c1ccc(NC(=O)CCS(=O)(=O)c2ccc(Br)cc2)c(C)c1` gave MEKK3 PB1 HTS 99, NS3 helicase inh 30, IDE cell activ 4, FID counter -28, p-CIP stab down -8, SUMO HTRF inh 14, IMP-1 inh 24*, PHOSPHO1 block 6 and VIM-2 inhibitor -2.2.
C=CCn1c2ccccc2c2nnc(SCC(=O)NC(C(=O)OC)C(C)C)nc21 (configuration not stated) was read as MEKK3 PB1 HTS 99, NS3 helicase inh 8, IDE cell activ 0, FID counter -20, p-CIP stab down 10, SUMO HTRF inh 29, IMP-1 inh -6.0, PHOSPHO1 block -11 and VIM-2 inhibitor 1.5.
Screening O=C1NC(Nc2nc3ccccc3s2)(C(F)(F)F)C(=O)N1C1CCCCC1 (configuration not stated) returned MEKK3 PB1 HTS 105, NS3 helicase inh -6, IDE cell activ 3, FID counter -4, p-CIP stab down 0, SUMO HTRF inh -25, IMP-1 inh -4.6, PHOSPHO1 block 5 and VIM-2 inhibitor -2.8.
Screening O=C(COc1ccccc1)N=C1SC2CS(=O)(=O)CC2N1c1ccccc1F (configuration not stated) returned MEKK3 PB1 HTS 85, NS3 helicase inh 6, IDE cell activ 8, FID counter -16, p-CIP stab down 0, SUMO HTRF inh 12, IMP-1 inh 0.8, PHOSPHO1 block 34 and VIM-2 inhibitor -1.2.
Screening Cc1ccc(CNC(=O)c2ccc(Cn3nc(C)c(Cl)c3C)o2)cc1 returned MEKK3 PB1 HTS 97, NS3 helicase inh 14, IDE cell activ -6, FID counter -32, p-CIP stab down -11, SUMO HTRF inh 15, IMP-1 inh -2.6, PHOSPHO1 block 21 and VIM-2 inhibitor -2.8.
